Compound activity: PubChem BioAssay, Sanford-Burnham Center for Chemical Genomics
ATG4B inhibitor: ATG4B (human) cysteine protease inhibition. ATG4B cleavage of LC3-PLA2, NBD-HPC fluorescence, 1 h. inhibition, % at 8.33 µM. actives 0.51% (n = 340,000). AID 504462; in the data active = inhibition above about 40%
A3G deaminase: APOBEC3G (human) deaminase inhibition. recombinant A3G, ssDNA deamination FAM/TAMRA fluorescence. actives 0.28% (n = 330,000). inhibition, % at 20 µM;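 active = inhibition of at least 40% at 20 µM, with no more than 30% in the related APOBEC3A deaminase screen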;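 note: plate controls were DMSO wells with A3G for no effect and wells lacking A3G enzyme for full effect; some compounds called inactive have numbers as strong as hits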
Target sequence (Q9HC16 whole entry, looked up): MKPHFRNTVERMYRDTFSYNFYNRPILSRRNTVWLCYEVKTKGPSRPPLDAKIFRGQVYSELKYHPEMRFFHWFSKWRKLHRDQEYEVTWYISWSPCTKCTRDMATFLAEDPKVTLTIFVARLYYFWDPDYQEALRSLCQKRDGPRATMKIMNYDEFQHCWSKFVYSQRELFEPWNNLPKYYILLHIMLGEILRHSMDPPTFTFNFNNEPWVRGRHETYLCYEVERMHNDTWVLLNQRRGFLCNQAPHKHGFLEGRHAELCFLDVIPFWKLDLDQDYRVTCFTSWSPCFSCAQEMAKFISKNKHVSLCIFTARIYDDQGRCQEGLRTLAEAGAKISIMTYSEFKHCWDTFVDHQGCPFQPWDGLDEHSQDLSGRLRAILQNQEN
MIN6 prolif: MIN6 beta-cell proliferation induction | MIN6 cells proliferation, ATPlite luminescence, 48 h; cells starved in 0.2% serum; 100% = growth in 10% serum | proliferation, % at 10 µM | AID 2380 | actives 0.29% (n = 330,000);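 active = compounds whose signal lies at least 3.5 SD above the mean of all wells on their plate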;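 note: 0% = DMSO-treated cells in low-serum medium and 100% = 10% serum control; some compounds called inactive have numbers as strong as hits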
MPTP block: permeability transition pore inhibition | isolated mouse mitochondria, Ca2+ swelling absorbance, 30 min | inhibition, % at 10 µM | actives 1.4% (n = 360,000) | AID 602449;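 active = inhibition of 50% or more, scaled per plate between neutral and stimulator controls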;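 note: 0% = DMSO wells given calcium and 100% = 1 mM EGTA wells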
hIAP activ: increases human intestinal alkaline phosphatase activity; P09923; purified human IAP, CDP-Star luminescence, 30 min; hits give high values; 1 = vehicle-only enzyme, 0 = enzyme-free background; activation factor at 10 µM; actives 0.16% (n = 330,000);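 active = activation factor of the enzyme at least 2-fold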; note: the source names both 10 and 20 µM as test concentration; values of inactives mirror those of a sister screen read the other way
Target sequence (P09923 whole entry, looked up): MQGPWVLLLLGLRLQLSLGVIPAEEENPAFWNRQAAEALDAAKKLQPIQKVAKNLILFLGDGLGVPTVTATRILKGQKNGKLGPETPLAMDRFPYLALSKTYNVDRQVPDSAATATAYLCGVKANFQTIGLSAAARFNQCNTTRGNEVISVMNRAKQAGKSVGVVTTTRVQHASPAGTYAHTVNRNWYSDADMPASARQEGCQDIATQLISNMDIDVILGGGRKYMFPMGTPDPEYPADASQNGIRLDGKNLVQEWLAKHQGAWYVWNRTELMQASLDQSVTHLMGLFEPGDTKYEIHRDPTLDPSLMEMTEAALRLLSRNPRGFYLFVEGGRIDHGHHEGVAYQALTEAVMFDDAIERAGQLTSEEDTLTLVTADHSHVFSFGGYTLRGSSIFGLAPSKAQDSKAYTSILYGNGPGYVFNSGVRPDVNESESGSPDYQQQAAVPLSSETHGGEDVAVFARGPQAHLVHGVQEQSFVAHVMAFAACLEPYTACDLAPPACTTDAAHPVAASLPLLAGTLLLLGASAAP
APOBEC3A inh: inhibitors of human APOBEC3A DNA deaminase | actives 0.41% (n = 330,000) | recombinant A3A, FAM/TAMRA ssDNA deamination fluorescence | inhibition, % at 20 µM | AID 493011;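 active = at least 40% inhibition at 20 µM here, with at most 30% in a related deaminase screen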;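 note: plate controls were A3A with DMSO for no effect and wells lacking A3A enzyme for full effect; some results filed as inactive read as strong as hits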
Target sequence (P31941 whole entry, looked up): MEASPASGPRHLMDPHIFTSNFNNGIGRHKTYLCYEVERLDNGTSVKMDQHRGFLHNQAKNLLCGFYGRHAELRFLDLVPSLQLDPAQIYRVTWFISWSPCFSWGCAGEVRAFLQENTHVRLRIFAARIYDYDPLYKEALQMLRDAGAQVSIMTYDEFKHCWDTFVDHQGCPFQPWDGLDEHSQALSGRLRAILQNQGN
mIAP block: mouse IAP inhibition | purified mouse IAP, CDP-Star luminescence, 30 min | inhibition, % at 10 µM | actives 0.2% (n = 330,000) | AID 2806;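 active = inhibition of at least 40% at 10 µM in the primary screen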;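 note: plate controls were DMSO with enzyme for no effect and no enzyme wells for full effect; values of inactives mirror those of a sister screen read the other way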
mIAP activ: mouse IAP activation | muIAP, CDP-Star luminescence, 30 min; hits give high values; 1 = vehicle-only enzyme signal, 0 = enzyme-free wells | activation factor at 10 µM | actives 0.24% (n = 330,000) | AID 2805;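 active = activation factor of at least 2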; note: the source names both 10 and 20 µM as test concentration; values of inactives mirror those of a sister screen read the other way
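System: mouse IAP enzyme. Reagent: CDP-Star chemiluminescent phosphatase substrate. Benchmarks: DMSO wells, no-enzyme wells. Times: 30 min enzyme-substrate-compound incubation at room temperature. Detection: luminescence from enzymatic CDP-Star hydrolysis. Doses: test compounds delivered from DMSO solution.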
hIAP inh: blocks human intestinal alkaline phosphatase; P09923; purified IAP, CDP-Star luminescence, 30 min; inhibition, % at 10 µM; actives 0.12% (n = 330,000); AID 2544;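 active = inhibition reaching a set limit with compound at 10 µM in the primary screen, cut at about 35% in these data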;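 note: plate controls were DMSO wells with enzyme for no effect and no-enzyme buffer wells for full effect; values of inactives mirror those of a sister screen read the other way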
* marks the source's active call; other numbers are inactive results.

For CCOc1nc(C)cc(COC)c1C(N)=O the results were ATG4B inhibitor 4, A3G deaminase -10, MIN6 prolif -1, MPTP block -0.1, hIAP activ 0.99, APOBEC3A inh 2, mIAP block 4, mIAP activ 0.96 and hIAP inh 1.
Screening CCOc1ccc(N(CC(=O)N2CCOCC2)S(=O)(=O)c2ccc(Cl)cc2)cc1 returned ATG4B inhibitor 8, A3G deaminase -6, MIN6 prolif -2, MPTP block 1.3, hIAP activ 0.92, APOBEC3A inh -3, mIAP block -5, mIAP activ 1.1 and hIAP inh 8.
For COc1ccc(NC(=O)C2C3C=CC(C3)C2C(=O)NCc2ccccn2)c(OC)c1 (configuration not stated) the results were ATG4B inhibitor -6, A3G deaminase -6, MIN6 prolif -1, MPTP block -0.7, hIAP activ 1.2, APOBEC3A inh -7, mIAP block 6, mIAP activ 0.94 and hIAP inh -20.
COc1ccc(Cn2nc(C(=O)O)c3ccccc3c2=O)cc1F was read as ATG4B inhibitor 3, A3G deaminase -7, MIN6 prolif 0, MPTP block -0.4, hIAP activ 0.94, APOBEC3A inh -3, mIAP block 4, mIAP activ 0.96 and hIAP inh 6.
Screening O=C(CN1C(=O)NC(c2ccccc2)(c2ccccc2)C1=O)Nc1ccc2[nH]c(=O)[nH]c2c1 returned ATG4B inhibitor -11, A3G deaminase 1, MIN6 prolif 7, MPTP block 1.2, hIAP activ 1.1, APOBEC3A inh 3, mIAP block -3, mIAP activ 1 and hIAP inh -10.
Cc1ccc(C)c(N2CCN(C(=O)c3ccc4nsnc4c3)CC2)c1 was read as ATG4B inhibitor -4, A3G deaminase -9, MIN6 prolif 2, MPTP block -0.1, hIAP activ 0.92, APOBEC3A inh -5, mIAP block 6, mIAP activ 0.94 and hIAP inh 8.
CC1CCC(NC(=O)COC(=O)c2cccnc2Cl)CC1 (configuration not stated) was read as ATG4B inhibitor 1, A3G deaminase -8, MIN6 prolif -1, MPTP block 0.7, hIAP activ 0.81, APOBEC3A inh -5, mIAP block 8, mIAP activ 0.92 and hIAP inh 19.
Screening O=C(CSc1nc2[nH]ncc2c(=O)n1-c1ccccc1Br)NCc1ccccc1Cl returned ATG4B inhibitor 1, A3G deaminase 7, MIN6 prolif 1, MPTP block 0.2, hIAP activ 1.4, APOBEC3A inh 1, mIAP block 7, mIAP activ 0.93 and hIAP inh -40.
O=C(O)CC(NC(=O)C(c1ccccc1)c1ccccc1)c1cccc([N+](=O)[O-])c1 (configuration not stated) was read as ATG4B inhibitor -1, A3G deaminase -3, MIN6 prolif -3, MPTP block 3.2, hIAP activ 0.95, APOBEC3A inh 1, mIAP block 4, mIAP activ 0.96 and hIAP inh 5.
`CC(C)(CO)CNC(=O)c1ccc(OC2CCN(C(=O)C3CC3)CC2)cc1` gave ATG4B inhibitor 3, A3G deaminase -4, MIN6 prolif 3, MPTP block -1.2, hIAP activ 1.3, APOBEC3A inh 0, mIAP block -8, mIAP activ 1.1 and hIAP inh -28.
For Cc1csc2c(N3CCN(C(=O)NC(C)(C)C)CC3)ncnc12 the results were ATG4B inhibitor -7, A3G deaminase -10, MIN6 prolif -2, MPTP block 18, hIAP activ 0.97, APOBEC3A inh -3, mIAP block 1, mIAP activ 0.99 and hIAP inh 2.
Cc1ccc(-n2ncc3c(=O)[nH]c(SCC(=O)N4CCC(C)CC4)nc32)cc1C was read as ATG4B inhibitor -1, A3G deaminase -11, MIN6 prolif 3, MPTP block 0.8, hIAP activ 0.92, APOBEC3A inh -5, mIAP block 5, mIAP activ 0.95 and hIAP inh 8.

Reprinted at random: 2 compounds from above
Screening CCOc1ccc(N(CC(=O)N2CCOCC2)S(=O)(=O)c2ccc(Cl)cc2)cc1 returned ATG4B inhibitor 8, A3G deaminase -6, MIN6 prolif -2, MPTP block 1.3, hIAP activ 0.92, APOBEC3A inh -3, mIAP block -5, mIAP activ 1.1 and hIAP inh 8.
CC1CCC(NC(=O)COC(=O)c2cccnc2Cl)CC1 (configuration not stated) was read as ATG4B inhibitor 1, A3G deaminase -8, MIN6 prolif -1, MPTP block 0.7, hIAP activ 0.81, APOBEC3A inh -5, mIAP block 8, mIAP activ 0.92 and hIAP inh 19.

(cont.)
Screening C/C(=N\OC(=O)c1ccccc1F)c1nccs1 returned ATG4B inhibitor -8, A3G deaminase -10, MIN6 prolif 1, MPTP block -0.1, hIAP activ 0.97, APOBEC3A inh -3, mIAP block 0, mIAP activ 1 and hIAP inh 3.
`CC[C@]12c3[nH]c4ccc(Cl)cc4c3CCN1C(=O)[C@@H](CC(=O)NCc1ccc(OC)c(OC)c1)C[C@@H]2C(=O)N1CCN(C(=O)C2CC2)CC1` gave ATG4B inhibitor -6, A3G deaminase 5, MPTP block 0.5, APOBEC3A inh 1, mIAP block -22 and mIAP activ 1.2.
`COc1ccc(NC(=O)Cn2cc(C(=O)c3ccco3)c3ccccc32)cc1` gave ATG4B inhibitor -14, A3G deaminase -6, MIN6 prolif 0, MPTP block 7.3, hIAP activ 1, APOBEC3A inh -4, mIAP block -13, mIAP activ 1.1 and hIAP inh -3.
`CN1CCN(/N=C/c2ccc(OCc3ccccc3)cc2)CC1` gave ATG4B inhibitor -3, A3G deaminase -8, MIN6 prolif -1, MPTP block -3.0, hIAP activ 1, APOBEC3A inh -4, mIAP block 6, mIAP activ 0.94 and hIAP inh -4.
`O=C(N/N=C/C=C/c1ccccc1[N+](=O)[O-])c1cc(-c2cccnc2)nc2ccccc12` gave ATG4B inhibitor 22, A3G deaminase -6, MIN6 prolif 0, MPTP block 7.9, hIAP activ 1.2, APOBEC3A inh -6, mIAP block 7, mIAP activ 0.93 and hIAP inh -18.
For CCOC(=O)C1CCCN(C(=O)CCCn2nc(C)n3c(cc4sccc43)c2=O)C1 (configuration not stated) the results were ATG4B inhibitor -15, A3G deaminase -1, MIN6 prolif -2, MPTP block -2.4, hIAP activ 1.2, APOBEC3A inh 4, mIAP block 0, mIAP activ 1 and hIAP inh -20.
`O=S(=O)(Nc1ccc(-c2ccc3nncn3n2)cc1)c1cc(F)ccc1F` gave ATG4B inhibitor -7, A3G deaminase -8, MIN6 prolif 10, MPTP block 0.1, hIAP activ 1.1, APOBEC3A inh 1, mIAP block -4, mIAP activ 1 and hIAP inh -8.
Cc1ccc(C(=O)NCc2ccc3c(c2)OCO3)cc1 was read as ATG4B inhibitor -3, A3G deaminase -6, MIN6 prolif -4, MPTP block 0.3, hIAP activ 1.1, APOBEC3A inh -5, mIAP block 4, mIAP activ 0.96 and hIAP inh -10.
CC(C)[C@H](NC(=O)C1CCN(S(=O)(=O)c2ccccc2)CC1)C(=O)NCc1ccncc1 was read as ATG4B inhibitor -4, A3G deaminase -3, MIN6 prolif 1, MPTP block -0.4, hIAP activ 1, APOBEC3A inh -5, mIAP block 1, mIAP activ 0.99 and hIAP inh -4.
For COC(=O)Cc1ccc(NC(=S)NN2CCOCC2)cc1 the results were ATG4B inhibitor -6, A3G deaminase 3, MIN6 prolif 0, MPTP block -1.2, hIAP activ 1, APOBEC3A inh 0, mIAP block 10, mIAP activ 0.9 and hIAP inh -5.
Screening CC(C)c1ccccc1NC(=O)COC(=O)/C=C/c1cccc([N+](=O)[O-])c1 returned ATG4B inhibitor -5, A3G deaminase -4, MIN6 prolif 0, MPTP block 0.8, hIAP activ 1.1, APOBEC3A inh 1, mIAP block 6, mIAP activ 0.94 and hIAP inh -10.
Screening O=C1CSC(c2ccc(Cl)cc2)N1C1CCCCC1 (configuration not stated) returned ATG4B inhibitor 1, A3G deaminase 1, MIN6 prolif -1, MPTP block -1.2, hIAP activ 1.1, APOBEC3A inh 0, mIAP block -3, mIAP activ 1 and hIAP inh -14.
For COc1ccc(CNS(=O)(=O)c2ccc3c(c2)CCN3C(=O)C2CCC2)cc1 the results were ATG4B inhibitor -13, A3G deaminase -7, MIN6 prolif 1, MPTP block 0.7, hIAP activ 1.3, APOBEC3A inh -3, mIAP block 3, mIAP activ 0.97 and hIAP inh -32.
Cc1nnsc1C(=O)NNC(=O)c1cccc2ccccc12 was read as ATG4B inhibitor 3, A3G deaminase -8, MIN6 prolif -1, MPTP block 4.8, hIAP activ 1, APOBEC3A inh -3, mIAP block 8, mIAP activ 0.93 and hIAP inh -4.
`CSc1nc(N)nc(C2CC2)n1` gave ATG4B inhibitor 2, A3G deaminase -8, MIN6 prolif 1, MPTP block 0.0, hIAP activ 0.95, APOBEC3A inh -5, mIAP block -3, mIAP activ 1 and hIAP inh 4.
For CCC1SC(CC)C(=O)N(CC(=O)Nc2ccc3c(c2)OCO3)C1=O (configuration not stated) the results were ATG4B inhibitor -7, A3G deaminase 0, MIN6 prolif -2, MPTP block 1.8, hIAP activ 1, APOBEC3A inh 3, mIAP block -5, mIAP activ 1 and hIAP inh -3.
`CCCC(=O)Nc1ccccc1NC(=O)c1ccc(OCC)c(OCC)c1` gave ATG4B inhibitor -9, A3G deaminase -2, MIN6 prolif 1, MPTP block -1.0, hIAP activ 1.1, APOBEC3A inh -2, mIAP block -6, mIAP activ 1.1 and hIAP inh -5.
`O=C(Nc1cccc(S(=O)(=O)N2CCCCC2)c1)C1CC(=O)N(c2ccc3c(c2)OCCO3)C1` (configuration not stated) gave ATG4B inhibitor -13, A3G deaminase 4, MIN6 prolif 3, MPTP block -1.3, hIAP activ 1, APOBEC3A inh 18, mIAP block -7, mIAP activ 1.1 and hIAP inh 0.
`C#CCOCCOCCOCCNc1nc(N2CCN(C(=O)C(Cc3cc4ccccc4[nH]3)n3cc(C(N)Cc4ccc(O)cc4)nn3)CC2)nc(N2CCN(C(=O)C(CCC(=O)O)n3cc(C(N)C(C)CC)nn3)CC2)n1` (configuration not stated) gave ATG4B inhibitor -15, A3G deaminase -9, MIN6 prolif -4, MPTP block -0.5, hIAP activ 1.3, APOBEC3A inh -8, mIAP block -8, mIAP activ 1.1 and hIAP inh -28.
Screening O=c1[nH]c(/C(Cl)=C/c2cccc(C(F)(F)F)c2)nc2cc(Cl)ccc12 returned ATG4B inhibitor 1, A3G deaminase 0, MIN6 prolif 0, MPTP block 2.3, hIAP activ 0.95, APOBEC3A inh 2, mIAP block -3, mIAP activ 1 and hIAP inh 5.
Screening CCCSc1nc(=S)n(Cc2ccccc2)c(C)c1C(C)=O returned ATG4B inhibitor 5, A3G deaminase -4, MIN6 prolif 2, MPTP block 5.3, hIAP activ 0.83, APOBEC3A inh -3, mIAP block 10, mIAP activ 0.9 and hIAP inh 17.
Screening COCCNc1cc(-c2ccccc2)nc2cc(-c3cccc(F)c3)nn12 returned ATG4B inhibitor -2, A3G deaminase -6, MIN6 prolif -4, MPTP block 1.4, hIAP activ 0.98, APOBEC3A inh -1, mIAP block -2, mIAP activ 1 and hIAP inh 2.
`O=[N+]([O-])c1ccccc1S(=O)(=O)Oc1ccc(/C=N/n2cnnc2)cc1` gave ATG4B inhibitor -3, A3G deaminase -1, MIN6 prolif -4, MPTP block 2.6, hIAP activ 0.94, APOBEC3A inh 2, mIAP block 3, mIAP activ 0.97 and hIAP inh 6.
`CCOC(=O)CSc1nnc(Cn2c(=O)sc3ccccc32)n1-c1ccccc1C` gave ATG4B inhibitor 0, A3G deaminase -1, MIN6 prolif -4, MPTP block -2.2, hIAP activ 1, APOBEC3A inh -2, mIAP block 4, mIAP activ 0.95 and hIAP inh -3.
`CN(C(=O)COC(=O)c1cc(=O)[nH]c2ccccc12)c1ccccc1` gave ATG4B inhibitor 3, A3G deaminase -7, MIN6 prolif -3, MPTP block 0.5, hIAP activ 0.99, APOBEC3A inh -1, mIAP block 2, mIAP activ 0.98 and hIAP inh 0.

Hits appear at their usual frequency, and some 3.3% of all compounds hit somewhere here.
